Screening results from PubChem BioAssay.
TcdB GH inh: inhibitors of Clostridioides difficile toxin B glycohydrolase | P18177 | TcdB glycohydrolase enzymatic assay, plate reader | inhibition, % at 9.99 µM | 350,000 compounds, 0.24% hits; in the data active = inhibition above about 10%
PrPC TRFRET: inhibitors of human cell surface prion protein PrPC | 370,000 compounds, 0.43% hits | inhibition, % at 13.8 µM | TR-FRET read-out | AID 720596 | P04156; in the data active = inhibition above about 24%; also: 0% = median of the test wells and 100% = reference compound wells
Yp Topo-I inh: blocks Yersinia pestis topoisomerase I activity. Y. pestis Topo-I cleavage product accumulation, plate reader. activity, % at 10 µM. 360,000 compounds, 0.064% hits. AID 504884; in the data active = activity above about 50%, passing the limit was not always enough; also: inactives centre near 2
BoNT A protease: BoNT A light chain protease inhibition | AID 588499 | inhibition, % at 10 µM | 360,000 compounds, 0.17% hits | multiplex microsphere protease substrate cleavage, flow cytometry; also: plate controls were buffer without enzyme for full effect and enzyme alone for no effect
FadD28 FP inh: blocks FadD28 binding to the bisubstrate probe; inhibition, % at 12.5 µM; AID 588549; fluorescence polarization; 360,000 compounds, 0.22% hits; in the data active = inhibition above about 8.5%, passing the limit was not always enough
Anthrax LF prot: blocks Bacillus anthracis lethal factor protease; P15917; multiplex microsphere protease cleavage assay, LF; inhibition, % at 10 µM; 360,000 compounds, 0.12% hits; also: plate controls were buffer without enzyme for full effect and enzyme alone for no effect
Target sequence (P15917 whole entry, looked up): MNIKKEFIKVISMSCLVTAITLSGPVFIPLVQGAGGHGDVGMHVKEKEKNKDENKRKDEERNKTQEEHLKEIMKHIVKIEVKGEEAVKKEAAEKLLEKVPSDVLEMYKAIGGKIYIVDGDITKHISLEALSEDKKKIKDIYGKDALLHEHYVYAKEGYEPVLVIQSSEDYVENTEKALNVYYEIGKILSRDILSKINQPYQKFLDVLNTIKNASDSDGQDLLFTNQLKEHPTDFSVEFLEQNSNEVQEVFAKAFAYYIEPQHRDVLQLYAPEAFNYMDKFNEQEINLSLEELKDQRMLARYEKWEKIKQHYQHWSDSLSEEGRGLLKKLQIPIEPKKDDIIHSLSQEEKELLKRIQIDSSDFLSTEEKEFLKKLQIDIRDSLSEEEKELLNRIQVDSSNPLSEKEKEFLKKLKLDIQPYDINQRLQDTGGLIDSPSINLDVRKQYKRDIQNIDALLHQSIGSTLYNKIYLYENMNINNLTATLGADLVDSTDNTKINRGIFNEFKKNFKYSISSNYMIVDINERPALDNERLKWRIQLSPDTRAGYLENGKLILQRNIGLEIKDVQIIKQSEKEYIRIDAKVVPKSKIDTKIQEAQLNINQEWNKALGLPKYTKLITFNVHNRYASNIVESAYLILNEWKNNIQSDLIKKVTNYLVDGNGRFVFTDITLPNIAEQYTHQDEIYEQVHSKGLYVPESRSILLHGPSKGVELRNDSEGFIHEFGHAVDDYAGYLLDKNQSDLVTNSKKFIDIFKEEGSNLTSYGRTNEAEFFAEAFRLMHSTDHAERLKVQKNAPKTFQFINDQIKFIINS
CCHFV vOTU inh: CCHFV vOTU protease inhibition. Pep-AMC fluorescence. inhibition, % at 11.5 µM. 370,000 compounds, 0.55% hits; in the data active = inhibition above about 30%; also: 0% = vehicle wells with enzyme and 100% = no enzyme wells
BoNT-F LC inh: BoNT F light chain protease inhibition. inhibition, % at 10 µM. Multiplex microsphere protease cleavage assay, flow cytometry. 360,000 compounds, 0.22% hits; in the data active = inhibition above about 35%, passing the limit was not always enough; also: plate controls were buffer without enzyme for full effect and enzyme alone for no effect
PfHsp40 yeast: compounds rescuing yeast from Plasmodium falciparum HSP40 toxicity; 340,000 compounds, 0.68% hits; growth rescue, % at 12.5 µM; S. cerevisiae expressing PfHsp40, growth rescue, ATP luminescence; in the data active = growth rescue above about 28%, passing the limit was not always enough;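 also: yeast W303a lacking pdr1 and pdr3 grown in galactose medium; growth measured after three days at 30 °C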
* hit, by the source's call; & = joins results of further samples. Rule as the data show it, unless noted: active = inhibition above about 30%; inconclusive = no clear call, values can overlap the other calls; inactive = below that.

For Cc1ccc(-c2nnc(SCC(=O)N/N=C/c3ccc(C)s3)n2-c2ccc(C)cc2)cc1 the results were PrPC TRFRET 1, Yp Topo-I inh 24, BoNT A protease 0.3, FadD28 FP inh 1.9, Anthrax LF prot 0, CCHFV vOTU inh -5, BoNT-F LC inh 2 and PfHsp40 yeast -1.1.
Screening O=C(c1ccc(Cl)c(Cl)c1)N1CCC(=O)N([C@H](COCc2ccc(Cl)cc2)Cc2ccccc2)CC1 returned TcdB GH inh 0.6, PrPC TRFRET 0, BoNT A protease -0.3, Anthrax LF prot -6, CCHFV vOTU inh 8 and BoNT-F LC inh 2.
Cc1ccc([C@@H]2CC(=O)[C@@H]3CN(S(=O)(=O)c4ccc(C)cc4)[C@H](c4ccc(Cl)cc4)C[C@@H]3N2S(=O)(=O)c2ccc(Cl)cc2)cc1 was read as TcdB GH inh 1.4, PrPC TRFRET -6, Yp Topo-I inh 8, BoNT A protease 0.1, FadD28 FP inh -2.7, Anthrax LF prot 4, CCHFV vOTU inh 31* and BoNT-F LC inh 1.
For Cc1cccc(C)c1NC(=O)N1CCCCCCC1 the results were TcdB GH inh -0.9, PrPC TRFRET -6, Yp Topo-I inh 5, BoNT A protease 0.3, FadD28 FP inh -0.7, Anthrax LF prot 2, CCHFV vOTU inh 6, BoNT-F LC inh -4 and PfHsp40 yeast 1.1.
`O=C(OCC(=O)N1CCCc2ccccc21)c1cc(Cl)ccc1O` gave TcdB GH inh 2.2, PrPC TRFRET -3, Yp Topo-I inh 5, BoNT A protease -0.2, FadD28 FP inh -1.3, Anthrax LF prot 0, CCHFV vOTU inh -6, BoNT-F LC inh 2 and PfHsp40 yeast 2.2.
Screening COc1cccc(CN2CCNC(=O)C2CC(=O)NCCOc2cccnc2)c1OC (stereo not given) returned TcdB GH inh 1.0, PrPC TRFRET 1, Yp Topo-I inh -2, BoNT A protease -1.0, FadD28 FP inh -2.0, Anthrax LF prot 0, CCHFV vOTU inh -3, BoNT-F LC inh -2 and PfHsp40 yeast -0.1.
CC1=C(C(=O)OC2CCCC2)C(c2coc3ccccc3c2=O)C2=C(CCCC2=O)N1 (stereo not given) was read as TcdB GH inh 1.0, PrPC TRFRET -3, Yp Topo-I inh -2, BoNT A protease 0.5, FadD28 FP inh -5.5, Anthrax LF prot -3, CCHFV vOTU inh 9, BoNT-F LC inh -1 and PfHsp40 yeast 0.5.
CC1=NN(C(=O)c2ccccc2Cl)C(O)(c2cccnc2)C1 (stereo not given) was read as TcdB GH inh 1.5, PrPC TRFRET -2, Yp Topo-I inh -6, BoNT A protease 1.3, FadD28 FP inh -2.0, Anthrax LF prot -8, CCHFV vOTU inh 13, BoNT-F LC inh -4 and PfHsp40 yeast -0.8.
`O=C(NCCc1ccccc1)C(=O)NCC1OCCN1S(=O)(=O)c1cc(F)ccc1F` (stereo not given) gave TcdB GH inh 0.7, PrPC TRFRET -1, Yp Topo-I inh 8, BoNT A protease -0.4, FadD28 FP inh -0.8, Anthrax LF prot 6, CCHFV vOTU inh -8, BoNT-F LC inh -6 and PfHsp40 yeast -1.2.
For CO[C@@H]1O[C@@H]2COC(c3ccccc3)O[C@@H]2[C@@H](OC)[C@@H]1O (stereo not given in full) the results were PrPC TRFRET -7, Yp Topo-I inh -5, BoNT A protease 0.6, FadD28 FP inh -1.1, Anthrax LF prot -1, CCHFV vOTU inh 7, BoNT-F LC inh 11 and PfHsp40 yeast 5.4.
Screening C=CCNC(=O)C1CCN(c2nc(C)cc(-c3ccccc3)n2)CC1 returned TcdB GH inh 1.3, Yp Topo-I inh -8, BoNT A protease 0.5, FadD28 FP inh -3.8, Anthrax LF prot -4, BoNT-F LC inh 6 and PfHsp40 yeast 0.2.
O=S(=O)(NCC(c1cccnc1)N1CCN(c2ccccc2)CC1)c1cc(F)ccc1F (stereo not given) was read as PrPC TRFRET 6, Yp Topo-I inh 1, BoNT A protease -0.6, FadD28 FP inh -2.4, Anthrax LF prot -8, CCHFV vOTU inh 4, BoNT-F LC inh 1 and PfHsp40 yeast -0.3.
Screening O=C(NC(=S)NNC(=O)c1cnccn1)c1ccc(Cl)cc1 returned TcdB GH inh -1.0, PrPC TRFRET -2, Yp Topo-I inh 0, BoNT A protease -1.0, FadD28 FP inh -0.1, Anthrax LF prot 2, CCHFV vOTU inh -8, BoNT-F LC inh -19 and PfHsp40 yeast -0.5.
Screening Cc1ccc(C(=O)O)cc1NC(=O)CCc1ccccc1 returned TcdB GH inh 0.3, PrPC TRFRET 3, Yp Topo-I inh -2, BoNT A protease -0.1, FadD28 FP inh -4.4, Anthrax LF prot -14, CCHFV vOTU inh -6, BoNT-F LC inh -1 and PfHsp40 yeast -1.3.
COc1cc(NC(=O)C2CC(c3ccccc3O)=NO2)cc(OC)c1OC (stereo not given) was read as TcdB GH inh 0.3, PrPC TRFRET 0, Yp Topo-I inh 0, BoNT A protease 0.2, FadD28 FP inh -2.7, Anthrax LF prot -4, CCHFV vOTU inh -3 and BoNT-F LC inh 1.

Gathered by group: the entries above with an aryl methoxy group
Screening COc1cccc(CN2CCNC(=O)C2CC(=O)NCCOc2cccnc2)c1OC (stereo not given) returned TcdB GH inh 1.0, PrPC TRFRET 1, Yp Topo-I inh -2, BoNT A protease -1.0, FadD28 FP inh -2.0, Anthrax LF prot 0, CCHFV vOTU inh -3, BoNT-F LC inh -2 and PfHsp40 yeast -0.1.
COc1cc(NC(=O)C2CC(c3ccccc3O)=NO2)cc(OC)c1OC (stereo not given) was read as TcdB GH inh 0.3, PrPC TRFRET 0, Yp Topo-I inh 0, BoNT A protease 0.2, FadD28 FP inh -2.7, Anthrax LF prot -4, CCHFV vOTU inh -3 and BoNT-F LC inh 1.

Next part.
Screening CC(C)(C)NC(=O)COc1ccc(CNCc2cccs2)cc1 returned PrPC TRFRET 2, Yp Topo-I inh -2, BoNT A protease -0.3, FadD28 FP inh -1.2, Anthrax LF prot -5, CCHFV vOTU inh 4, BoNT-F LC inh -10 and PfHsp40 yeast -0.2.
For Cc1ccc(NC(=S)N(CCCN2CCOCC2)Cc2ccccn2)cc1 the results were TcdB GH inh 0.2, PrPC TRFRET -8, Yp Topo-I inh -2, BoNT A protease 0.4, FadD28 FP inh -2.7, Anthrax LF prot -1, CCHFV vOTU inh -14, BoNT-F LC inh 0 and PfHsp40 yeast 3.5.
`CN(CC(=O)Nc1ccc(Cl)c(C(F)(F)F)c1)C(=O)c1ccc2c(c1)NC(=O)CS2` gave TcdB GH inh 1.6, PrPC TRFRET 0, Yp Topo-I inh -4, BoNT A protease 5.8, FadD28 FP inh -3.8, Anthrax LF prot 3, CCHFV vOTU inh 23, BoNT-F LC inh -3 and PfHsp40 yeast 1.2.
`COc1ccc(OC)c(NC(=O)CSc2nnc(-c3cnccn3)n2C)c1` gave TcdB GH inh 1.3, PrPC TRFRET 3, Yp Topo-I inh 4, BoNT A protease 0.3, FadD28 FP inh 0.8, Anthrax LF prot 2, CCHFV vOTU inh 12, BoNT-F LC inh 7 and PfHsp40 yeast -1.7.
CC1=C(C(=O)Nc2ccccn2)C(c2ccc(Br)cc2)n2ncnc2N1 (stereo not given) was read as PrPC TRFRET -3, Yp Topo-I inh -2, BoNT A protease 0.4, FadD28 FP inh -4.3, Anthrax LF prot 4, CCHFV vOTU inh 9, BoNT-F LC inh 2 and PfHsp40 yeast -1.5.
For COc1cc(OC)cc(C(=O)Nc2cccc(NC(=O)c3cc(OC)cc(OC)c3)n2)c1 the results were TcdB GH inh 0.5, PrPC TRFRET -1, Yp Topo-I inh -2, FadD28 FP inh -5.5, CCHFV vOTU inh -6 and PfHsp40 yeast 1.4.
`Cn1cnnc1SCc1ccc(C(=O)N=Nc2c(O)n(Cc3ccc(Cl)cc3)c3ccccc23)cc1` gave PrPC TRFRET -24, Yp Topo-I inh 25, BoNT A protease -0.3, FadD28 FP inh -1.4, Anthrax LF prot -7, CCHFV vOTU inh 3, BoNT-F LC inh -5 and PfHsp40 yeast 5.7.
`COCCN(C(=O)CCC(=O)Nc1nccs1)C(C(=O)NC(C)(C)C)c1ccc(C)cc1` (stereo not given) gave TcdB GH inh 0.2, PrPC TRFRET 7, Yp Topo-I inh 12, BoNT A protease -1.0, FadD28 FP inh -0.9, Anthrax LF prot -1, CCHFV vOTU inh 5, BoNT-F LC inh 23 and PfHsp40 yeast 0.3.
`O=S(=O)(Nc1ccccc1)N1CCCCC1` gave TcdB GH inh -2.9, PrPC TRFRET 13, Yp Topo-I inh 4, BoNT A protease 0.4, FadD28 FP inh 1.1, Anthrax LF prot -7, CCHFV vOTU inh 11, BoNT-F LC inh 2 and PfHsp40 yeast -0.5.
Screening Cc1ccc2oc(-c3ccc(C)c(NC(=O)Cc4cccs4)c3)nc2c1 returned PrPC TRFRET -3, Yp Topo-I inh 4, BoNT A protease -0.3, FadD28 FP inh -1.3, Anthrax LF prot 2, CCHFV vOTU inh 18, BoNT-F LC inh 4 and PfHsp40 yeast 1.6.
`Cc1ccc(-n2cccn2)c(CN2CCCC(CNC(=O)c3ccc(F)cc3)C2)c1` (stereo not given) gave TcdB GH inh 0.7, PrPC TRFRET -12, Yp Topo-I inh -11, BoNT A protease -1.2, FadD28 FP inh -2.5, Anthrax LF prot -2, CCHFV vOTU inh 3, BoNT-F LC inh 0 and PfHsp40 yeast -1.3.
`O=S(=O)(CCSc1nc2ccccc2o1)c1nc2ccccc2s1` gave TcdB GH inh 1.7&1.6, PrPC TRFRET 1, Yp Topo-I inh 9, BoNT A protease -0.2, FadD28 FP inh -6.0, Anthrax LF prot -4, CCHFV vOTU inh -9, BoNT-F LC inh 6 and PfHsp40 yeast 9.5.
COc1ccc(C2=C/C(=C/c3cccnc3)C(=O)O2)cc1OC was read as TcdB GH inh 1.3, PrPC TRFRET 1, Yp Topo-I inh -5, BoNT A protease 1.7, FadD28 FP inh -3.2, Anthrax LF prot 5, CCHFV vOTU inh 17, BoNT-F LC inh 1 and PfHsp40 yeast 1.3.
`Cc1cc(C)nc(N/N=C/c2ccccc2OCc2ccc(Cl)cc2)n1` gave PrPC TRFRET -1, Yp Topo-I inh -7, BoNT A protease 0.1, FadD28 FP inh 0.4, Anthrax LF prot -2, CCHFV vOTU inh -20, BoNT-F LC inh -2 and PfHsp40 yeast 0.3.
Screening CC1=C(C(=O)N2CCOCC2)CC(CC(=O)NCc2cccs2)C(=O)N1Cc1ccccc1 (stereo not given) returned TcdB GH inh 1.4, PrPC TRFRET -1, BoNT A protease -0.4, FadD28 FP inh -3.2, Anthrax LF prot 1, CCHFV vOTU inh 3 and BoNT-F LC inh 3.
`COc1cc(C(=O)COC(=O)c2cc([N+](=O)[O-])ccc2N2CCOCC2)ccc1OC(F)F` gave TcdB GH inh 0.6, PrPC TRFRET -17, Yp Topo-I inh 32, BoNT A protease -0.1, FadD28 FP inh -6.8, Anthrax LF prot 1, CCHFV vOTU inh 3, BoNT-F LC inh 0 and PfHsp40 yeast 2.2.
For Cc1ccc(C(=O)Nc2ccnc(-c3ccncc3)n2)cc1 the results were TcdB GH inh 1.2, PrPC TRFRET 5, Yp Topo-I inh 0, BoNT A protease -0.7, FadD28 FP inh -1.9, Anthrax LF prot -1, CCHFV vOTU inh -5, BoNT-F LC inh -3 and PfHsp40 yeast 0.4.
`O=C(Nc1ccccc1)Nc1cccc2nsnc12` gave TcdB GH inh 3.1, PrPC TRFRET -14, Yp Topo-I inh 4, BoNT A protease 0.9, FadD28 FP inh -5.7, Anthrax LF prot 0, CCHFV vOTU inh 4, BoNT-F LC inh -7 and PfHsp40 yeast 0.4.
O=C(CSc1nc2ncc(Br)cc2[nH]1)c1cccc([N+](=O)[O-])c1 was read as TcdB GH inh 1.1, PrPC TRFRET 3, Yp Topo-I inh -11, BoNT A protease 1.0, FadD28 FP inh -0.8, Anthrax LF prot 3, CCHFV vOTU inh 8, BoNT-F LC inh -5 and PfHsp40 yeast 0.8.
CCCNC(=O)CS(=O)(=O)c1ccccc1 was read as TcdB GH inh 1.7, PrPC TRFRET -6, Yp Topo-I inh 4, BoNT A protease -0.3, FadD28 FP inh -2.0, Anthrax LF prot 5, CCHFV vOTU inh 2, BoNT-F LC inh -5 and PfHsp40 yeast -1.0.
